Pol iota inh: inhibitors of human DNA polymerase iota. actives 1% (n = 390,000). Pol iota fluorescent replication assay, 10 min. Potency, µM (series often up to 115 µM), without a hit: at the top dose activity, negative = inhibition, actives largely listed as inhibitors. Q9UNA4
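Pol iota at 10 nM preincubated 15 min with compounds at room temperature; reaction started with fluorescent substrate, 50 nM final. Fluorescence read kinetically at 0 and 10 min; buffer-only wells as negative control.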
APE1 inh: APE1 (human) endonuclease inhibition | P27695 | recombinant APE1, TAMRA/BHQ-2 abasic DNA cleavage fluorescence | Potency, µM (top dose mostly 65.8 µM), inactives show at the top dose activity change, negative = inhibition, most hits filed as inhibitors | actives 0.35% (n = 350,000);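 note: plate controls were vehicle for no effect and reference inhibitor for full effect; nearly all actives have a fitted effect of over 55% in size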
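Kinetic fluorescence read (525 ex/598 em nm, three reads 60 s apart) of AP-site incision; signal = third minus first read. Enzyme 0.75 nM, dual-labelled THF duplex 50 nM, compound preincubation 15 min RT.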
Anesthetic bind: binds horse apoferritin like a general anesthetic | P02791 | apoferritin/1-aminoanthracene competitive binding, fluorescence | Potency, µM (titrated, usually from 77.5 µM), for the others: top-dose activity change, negative = displacement, usual class: inhibitors | actives 0.074% (n = 350,000) | AID 485281; note: % is set by controls: 0 for no effect and ±100 for the full control effect; nearly all actives have a fitted effect of over 20% in size
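Horse-spleen apoferritin (10 uM) was mixed with 50% saturated 1-aminoanthracene in PBS, exposed to compounds for 10 min at room temperature, and read for fluorescence (ex 380 nm, em 535 nm). Competitive displacement was fitted with a four-parameter Hill equation.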
BLM helicase inh: inhibitors of human Bloom syndrome helicase BLM; recombinant BLM DNA unwinding, fluorescence dequenching; Potency, µM (series often up to 56.1 µM), for the others: at the highest dose activity change, negative = inhibition, hits mostly inhibitors; actives 0.2% (n = 350,000);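 note: plate controls were vehicle for no effect and no enzyme for full effect; nearly all actives have a fitted effect of over 35% in size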
Target sequence (P54132 whole entry, looked up): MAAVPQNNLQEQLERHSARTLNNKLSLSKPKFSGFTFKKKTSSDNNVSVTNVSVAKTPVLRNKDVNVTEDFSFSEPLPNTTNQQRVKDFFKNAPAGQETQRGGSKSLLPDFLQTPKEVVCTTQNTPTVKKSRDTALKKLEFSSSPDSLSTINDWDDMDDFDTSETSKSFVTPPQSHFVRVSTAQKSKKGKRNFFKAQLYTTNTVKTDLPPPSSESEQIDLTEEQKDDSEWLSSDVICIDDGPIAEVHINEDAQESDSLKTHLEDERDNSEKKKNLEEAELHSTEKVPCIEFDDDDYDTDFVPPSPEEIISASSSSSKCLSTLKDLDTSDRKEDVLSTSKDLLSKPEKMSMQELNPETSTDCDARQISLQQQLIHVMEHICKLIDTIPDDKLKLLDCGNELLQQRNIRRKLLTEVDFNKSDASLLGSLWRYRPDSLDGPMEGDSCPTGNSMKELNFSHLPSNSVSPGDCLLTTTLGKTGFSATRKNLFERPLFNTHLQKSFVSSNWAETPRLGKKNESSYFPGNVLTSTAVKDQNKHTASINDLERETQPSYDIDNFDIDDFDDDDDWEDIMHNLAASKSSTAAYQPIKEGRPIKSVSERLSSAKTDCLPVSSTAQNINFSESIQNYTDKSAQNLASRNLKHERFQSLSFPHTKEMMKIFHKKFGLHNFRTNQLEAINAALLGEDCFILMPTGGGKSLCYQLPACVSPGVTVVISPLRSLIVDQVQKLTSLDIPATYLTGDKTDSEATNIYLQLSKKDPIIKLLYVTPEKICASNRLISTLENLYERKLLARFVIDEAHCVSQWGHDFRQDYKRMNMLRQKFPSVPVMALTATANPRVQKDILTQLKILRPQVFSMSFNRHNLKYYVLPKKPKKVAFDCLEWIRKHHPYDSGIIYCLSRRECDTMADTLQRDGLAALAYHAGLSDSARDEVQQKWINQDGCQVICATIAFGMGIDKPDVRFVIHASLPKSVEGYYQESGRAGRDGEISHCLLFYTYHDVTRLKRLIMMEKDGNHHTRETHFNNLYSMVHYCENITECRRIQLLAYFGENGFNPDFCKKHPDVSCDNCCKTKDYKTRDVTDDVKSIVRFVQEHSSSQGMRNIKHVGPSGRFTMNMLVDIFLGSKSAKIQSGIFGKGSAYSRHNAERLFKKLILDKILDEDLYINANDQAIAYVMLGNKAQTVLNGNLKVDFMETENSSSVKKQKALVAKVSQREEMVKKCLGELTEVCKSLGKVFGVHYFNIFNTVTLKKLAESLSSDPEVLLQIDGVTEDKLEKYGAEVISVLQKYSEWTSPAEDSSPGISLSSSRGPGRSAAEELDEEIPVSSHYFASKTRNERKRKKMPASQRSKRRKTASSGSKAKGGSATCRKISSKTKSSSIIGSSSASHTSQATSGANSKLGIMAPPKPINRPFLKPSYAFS
POLK inh: inhibitors of human DNA polymerase kappa. AID 588579. actives 0.53% (n = 400,000). purified Pol kappa, fluorescent DNA synthesis assay, 10 min. Q9UBT6. Potency, µM (top dose mostly 107 µM), for the others: top-dose activity, negative = inhibition, most hits filed as inhibitors; note: % is set by controls: 0 for no effect and ±100 for the full control effect
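10 nM Pol kappa was preincubated with compounds for 15 min at room temperature. Reaction started with 50 nM (final) substrate. Fluorescence read kinetically at 0 and 10 min.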
POLH inh: inhibitors of human DNA polymerase eta; actives 1.2% (n = 390,000); recombinant Pol eta, fluorescent DNA replication assay; Potency, µM (highest dose often 114 µM), for inactives: at the highest dose activity change, negative = inhibition, most hits filed as inhibitors; Q9Y253; note: % is set by controls: 0 for no effect and ±100 for the full control effect
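Pol eta at 10 nM preincubated with compounds 15 min at room temperature; reaction started with fluorescent substrate (50 nM final) and read kinetically at 0 and 10 min.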
BAZ2B inh: BAZ2B (human) inhibition | Q9UIF8 | AlphaScreen BAZ2B-H3K14Ac peptide displacement | Potency, µM (doses to about 114 µM), for inactives: top-dose activity change, negative = inhibition, actives largely listed as inhibitors | actives 4.4% (n = 360,000) | AID 504333; note: % is set by controls: 0 for no effect and ±100 for the full control effect; nearly all actives have a fitted effect of over 60% in size
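Complex of BAZ2B and biotin-H3K14Ac (50 nM apiece) forms over 30 min at RT, then faces library compounds up to 110 uM for another 30 min; AlphaScreen beads added, 20 min dark incubation, luminescence read.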
G9a inh: inhibitors of human histone lysine methyltransferase G9a. Q96KQ7. G9a H3K9 monomethylation, AlphaScreen, 2 h. Potency, µM (series often up to 102 µM), inactives show at the highest dose activity, negative = inhibition, actives largely listed as inhibitors. actives 8.8% (n = 350,000); note: % is set by controls: 0 for no effect and ±100 for the full control effect; nearly all actives have a fitted effect of over 75% in size
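Using a bead-based AlphaScreen, monomethylated H3K9 product from 2 h room-temperature reactions (G9a 20 nM, peptide 500 nM, SAM 20 uM) was detected with 0.5 ug/mL rabbit anti-H3K9me1 antibody.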
POLB inh: DNA polymerase beta (human) inhibition | P06746 | Pol beta primer extension/strand displacement, fluorescence kinetic | actives 1.3% (n = 340,000) | Potency, µM (titrated, usually from 114 µM), without a hit: at the highest dose activity change, negative = inhibition, actives largely listed as inhibitors | AID 485314; note: % is set by controls: 0 for no effect and ±100 for the full control effect
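Human Pol beta at 10 nM; strand-displacement substrate 50 nM final. Compound exposure 15 min at room temperature before start, reaction 10 min at room temperature.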
Active calls of the source: *; u = inconclusive; x = no result given; [ ] = remark or other dose. Calls come from the whole dose curve; as a rule, active = well fitted curve in the direction sought with a large enough effect; inconclusive = small, poorly fitted or top-dose-only effect, or another doubt; inactive = no such curve, though single readings can be large; an effect the other way counts as inactive or inconclusive. Potency is the fitted concentration of half-maximal effect. A portion of the library; rates above refer to the full screens.

Key to letters: A = Pol iota inh; B = APE1 inh; C = Anesthetic bind; D = BLM helicase inh; E = POLK inh; F = POLH inh; G = BAZ2B inh; H = G9a inh; I = POLB inh
[1] CCNNC(=O)C(O)(c1cccc(C)c1)c1cccc(C)c1
  A = 10%; B = 1%; C = 2%; D = -7%; E = -17%; F = -7%; G = -3%; H = 9%[59 µM]; I = 19%

[2] CCn1ncc([N+](=O)[O-])c1C(=O)Nc1c(C)nn(Cc2ccc(F)cc2)c1C
  A = 30%; B = -6%; C = -6%; D = -4%; E = 12%; F = -6%; G = -4%; H = -4%; I = -2%

[3] Cc1ccc(-n2c(C)nnc2SCC(=O)N2CCc3ccccc3C2)cc1
  A = 125%[activator]; B = 11%; C = -15%; D = 5%; E = 6%; F = -20%; G = 6%; H = -27%; I = 33%

[4] Cc1cc(NC(=O)CSc2c[nH]c3ccccc23)no1
  A = 29%; B = 53%[activator]; C = -13%; D = -1%; E = -7%; F = -17%; G = 4%; H = 27%; I = 5%

[5] CCS(=O)(=O)N1CCc2cc(C(=O)N3CCN(c4ccccc4OC)CC3)ccc21
  A = 13%; B = x; C = 53%[activator]; D = -3%; E = -11%; F = -12%; G = -2%; H = 12%[59 µM]; I = 2%

[6] O=C(Cc1cccs1)N1CCN=C1SCc1ccc(F)cc1
  A = 51%[activator]; B = 6%; C = u; D = -24%; E = -1%; F = -6%; G = -4%; H = -15%; I = -19%

[7] CCOc1ccc(N=Nc2c(=O)[nH]n3c(=O)c4c([nH]c23)CCCC4)cc1
  A = 20%; B = -2%; C = 2%; D = -6%; E = -12%; F = -18%; G = -33%; H = -27%[59 µM]; I = 50µM*

[8] Nc1cc(Cl)ccc1N1CCOCC1
  A = 13%; B = -1%; C = -8%; D = -2%; E = -22%; F = 2%; G = -35%; H = -4%[2.33 µM]; I = 4%

[9] Cc1cccc(-n2cnc3cc(C(=O)N4CCc5ccccc54)ccc32)c1
  A = 33%[activator]; B = 1%; C = -10%; D = -14%; E = -16%; F = -25%; G = 4%; H = 59%[activator][59 µM]; I = 7%

[10] Cc1cccc(NC(=O)c2ccccc2NC(=O)c2ccco2)c1
  A = u; B = -12%; C = -13%; D = -23%; E = 1%; F = -8%; G = u; H = 40µM*; I = -29%

Key to letters: A = Pol iota inh; B = APE1 inh; C = Anesthetic bind; D = BLM helicase inh; E = POLK inh; F = POLH inh; G = BAZ2B inh; H = G9a inh; I = POLB inh
[11] CC(C)(C)c1ccc(C(=O)NCc2nnc(SCC(=O)NCC3CCCO3)o2)cc1 (configuration not stated)
  A = 11%; B = 12%; C = -3%; D = -2%; E = -3%; F = -3%; G = -16%; H = x; I = 17%

[12] CCOc1ccc(NC(=O)CSc2nc3ccccc3c(=O)n2CCCC(=O)NCC2CCCO2)cc1 (configuration not stated)
  A = 12%; B = 0%; C = 12%; D = -1%; E = -25%; F = 0%; G = 0%; H = -1%; I = 1%

[13] O=C(NCc1ccccc1)C(=O)Nc1ccc2nc3n(c(=O)c2c1)CCCCC3
  A = 23%; B = x; C = -7%; D = 0%; E = -8%; F = -12%; G = 3%; H = -3%[59 µM]; I = -1%

[14] CCOC(=O)c1nn(-c2ccccc2Cl)c(=O)cc1OCC(=O)Nc1cccc(OC)c1
  A = 19%; B = -15%; C = x; D = x; E = -12%; F = 17%; G = -3%; H = -3%; I = x

[15] CCOC(=O)C1=C(C)N=C2SC(C)C(=O)N2C1/C=C/c1ccccc1OC (configuration not stated)
  A = 14%; B = -3%; C = -11%; D = -8%; E = -23%; F = -7%; G = -31%; H = -3%[59 µM]; I = 1%

[16] CCN(CC)C1CCN(C(=O)c2cc(COc3ccc(F)cc3Cl)on2)C1 (configuration not stated)
  A = -2%; B = 5%; C = u; D = -1%; E = 1%; F = -7%; G = 0%; H = 7%; I = 32%

[17] COc1ccc(-c2nn(CC(=O)NC3CCCC3)c3c2cnc2ccc(F)cc23)cc1
  A = 16%; B = x; C = 1%; D = -1%; E = 19%; F = -14%; G = -13%; H = 4%[59 µM]; I = -15%

[18] CCOC(=O)CSc1nc(N)c(C#N)cc1C#N
  A = u; B = u; C = 4%; D = -7%; E = -29%; F = -7%; G = -9%; H = u; I = -2%

[19] O=C(Nc1ccccc1)c1ccc(NCC2CCCO2)c([N+](=O)[O-])c1 (configuration not stated)
  A = 23%; B = 5%; C = 10%; D = -16%; E = -19%; F = -3%; G = -38%; H = 12%[59 µM]; I = 18%

[20] CCCc1nnc(SCC(=O)N2CCOCC2)n1CC1CCCO1 (configuration not stated)
  A = -4%; B = 17%; C = -2%; D = -7%; E = -9%; F = -6%; G = -8%; H = -4%; I = 9%

Key to letters: A = Pol iota inh; B = APE1 inh; C = Anesthetic bind; D = BLM helicase inh; E = POLK inh; F = POLH inh; G = BAZ2B inh; H = G9a inh; I = POLB inh
[21] O=C(COC(=O)CCc1ccccc1)Nc1ccccc1OC(F)F
  A = 57%[activator]; B = -11%; C = -13%; D = -6%; E = -6%; F = -12%; G = 19%; H = 10%[59 µM]; I = -1%

[22] CCC(C)/C(C)=N/NC(=O)c1ccc(CSc2nc3ccccc3s2)cc1 (configuration not stated)
  A = 0%; B = 1%; C = -11%; D = -4%; E = -7%; F = -11%; G = -5%; H = 9%[59 µM]; I = 2%

[23] O=C(NC1CCCCC1)c1ccc(-c2ccc(Cl)cc2)o1
  A = -4%; B = 26%; C = x; D = x; E = -2%; F = -17%; G = u; H = 45µM*; I = x

[24] C/C(=N\OCC(=O)Nn1c(C)nc2ccccc2c1=O)c1cccs1
  A = 5%; B = 0%; C = -10%; D = -6%; E = -14%; F = 14%; G = -1%; H = -5%; I = -1%

[25] Cc1ccc(C(C(=O)NC2CCCC2)N2CCc3ccccc32)cc1 (configuration not stated)
  A = 29%; B = 16%; C = 0%; D = 1%; E = -4%; F = -7%; G = 10%; H = u; I = 45%

[26] O=C(CN1CCN(Cc2ccccc2Cl)CC1)N=Nc1c(O)[nH]c2ccccc12
  A = 24%; B = 18%; C = -3%; D = 4%; E = -10%; F = -15%; G = -3%; H = 1%; I = 0%

[27] CCCCCN=Cc1c(C)[nH]n(-c2nc3ccccc3s2)c1=O
  A = -2%; B = 3%; C = -23%; D = 0%; E = -5%; F = -19%; G = 0%; H = 15%; I = 33%

[28] CC1(C2CC2)NC(=O)N(CC(=O)NCc2ccc(Cl)cc2Cl)C1=O (configuration not stated)
  A = 2%; B = -9%; C = x; D = x; E = 0%; F = 0%; G = -35%; H = u; I = x

[29] COc1ccccc1NCCC(=O)OCC(=O)Nc1cccc(S(=O)(=O)N(C)C)c1
  A = -14%; B = -1%; C = x; D = x; E = 1%; F = -4%; G = -36%; H = 11%[12.7 µM]; I = x

[30] COc1ccc(CN2CCN(c3ncccn3)CC2)c(C)c1C
  A = -5%; B = -9%; C = -9%; D = 3%; E = -15%; F = -9%; G = 56µM*; H = 4.5µM*; I = 6%

Key to letters: A = Pol iota inh; B = APE1 inh; C = Anesthetic bind; D = BLM helicase inh; E = POLK inh; F = POLH inh; G = BAZ2B inh; H = G9a inh; I = POLB inh
[31] Cc1c(/C=N/NC(=O)c2ccc(Br)o2)cnn1C
  A = 47%[activator]; B = -1%; C = 1%; D = 0%; E = -3%; F = -4%; G = -13%; H = 32%; I = -9%

[32] Cc1ccc(-c2nnc(SCC(=O)N/N=C/c3ccccc3C(=O)O)n2-c2ccc(C)cc2)cc1
  A = -26%; B = -2%; C = -12%; D = -3%; E = -15%; F = 4%; G = -19%; H = -36%; I = 2%

[33] CC(C)CN1C(=O)c2ccc(C(=O)Nc3ccc(OCC(=O)O)cc3)cc2C1=O
  A = -8%; B = 58%; C = -1%; D = -2%; E = -7%; F = -7%; G = -24%; H = -30%; I = 14%

[34] CCC(=O)NC(=S)Nc1ccc(NC(=O)c2ccco2)c(Cl)c1
  A = 78%[activator]; B = 3%; C = 3%; D = -2%; E = -1%; F = -22%; G = -8%; H = x; I = 11%

[35] Cc1nc(N=C(N)N)nc2c(C)cccc12
  A = 68%[activator]; B = u; C = -16%; D = 78%[activator]; E = 0%; F = -4%; G = -37%; H = u; I = -7%

[36] O=c1nccc(N/N=C/c2cccc(O)c2)[nH]1
  A = 49%[activator]; B = -5%; C = 3%; D = -8%; E = 1%; F = -13%; G = 6%; H = 2%; I = 57%

[37] O=C(CSc1ncnc2c1cnn2-c1ccc(F)cc1)NCc1ccc2c(c1)OCO2
  A = 21%; B = 10%; C = 28%; D = -1%; E = -18%; F = -13%; G = 4%; H = -11%[59 µM]; I = 4%

[38] CCOC(=O)C(C)(C)n1nnc(-c2ccc([N+](=O)[O-])cc2)n1
  A = 10%; B = 5%; C = -1%; D = -7%; E = -1%; F = -17%; G = -1%; H = x; I = -19%

[39] CN(C)C(=O)CCC(=O)N1CCCC(C(=O)c2ccc3c4c(cccc24)CC3)C1 (configuration not stated)
  A = 64%[activator]; B = -5%; C = 0%; D = -2%; E = 1%; F = -3%; G = 2%; H = -1%; I = u

[40] CC1CCC(NC(=O)COC(=O)CSc2ccc(C(N)=O)cc2[N+](=O)[O-])CC1 (configuration not stated)
  A = 82%[activator]; B = -9%; C = x; D = x; E = -21%; F = 7%; G = -6%; H = 50µM*; I = x

Key to letters: A = Pol iota inh; B = APE1 inh; C = Anesthetic bind; D = BLM helicase inh; E = POLK inh; F = POLH inh; G = BAZ2B inh; H = G9a inh; I = POLB inh
[41] Cc1ccc(S(=O)(=O)N2CCc3ccccc3C2CN2C(=O)c3ccccc3C2=O)cc1 (configuration not stated)
  A = u; B = 10%; C = -3%; D = -9%; E = 0%; F = -6%; G = 8%; H = 20%[59 µM]; I = 15%

[42] COc1ccccc1-c1nnc(SCC(=O)NC2CCCCC2)o1
  A = -6%; B = -5%; C = -15%; D = 3%; E = -20%; F = -10%; G = 9%; H = -1%; I = -1%

[43] O=C(CCN1C(=O)[C@@H]2Cc3ccccc3CN2C1=O)N[C@@H](C(=O)O)c1ccccc1
  A = 36%[activator]; B = 10%; C = -5%; D = -1%; E = 5%; F = -22%; G = 0%; H = 15%[12.7 µM]; I = -28%

[44] N/C(Cc1ccc(Cl)cc1Cl)=N\OC(=O)c1ccc(Br)o1
  A = -14%; B = -3%; C = -18%; D = -27%; E = -8%; F = -9%; G = -19%; H = 48%[12.7 µM]; I = u
